# Pin1 inh: inhibitors of human Pin1; Potency, µM (titrated, usually from 115 µM), for inactives: at the highest dose activity, negative = inhibition, most hits filed as inhibitors; Pin1 FP peptide displacement, HiFluor488, 10 min; AID 504891; Q13526; 390,000 compounds, 0.009% hits; active = well fitted inhibition curve with a large enough effect in the polarisation, with a control signal flat, not every such curve was filed as active; inconclusive = small, poorly fitted or top-dose-only effect, or effect the other way, or a change in a side signal; inactive = no such curve, though single readings can be large or run the other way; the % refers to the polarisation; also: potency is read from the fitted curve at half-maximal effect; % is scaled to controls: 0 for no effect and ±100 for the full control effect
# Target sequence (Q13526 whole entry, looked up): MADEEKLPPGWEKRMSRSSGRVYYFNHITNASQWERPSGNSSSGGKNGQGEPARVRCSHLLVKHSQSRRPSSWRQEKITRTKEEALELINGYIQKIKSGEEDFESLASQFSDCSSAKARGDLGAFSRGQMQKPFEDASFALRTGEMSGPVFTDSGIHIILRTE
# PI4K2A inh: inhibitors of human PI4K2A. purified PI4K2A, ADP-Glo luminescence, 1 h; stronger effect = lower value. activity change, negative = inhibition, % at 76.9 µM. 420,000 compounds, 0.13% hits. AID 1346378; in the data active = activity change below about -50%; inconclusive = mostly about -30% to -49%;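 also: -100% = wells without enzyme as full effect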
# Target sequence (Q9BTU6 whole entry, looked up): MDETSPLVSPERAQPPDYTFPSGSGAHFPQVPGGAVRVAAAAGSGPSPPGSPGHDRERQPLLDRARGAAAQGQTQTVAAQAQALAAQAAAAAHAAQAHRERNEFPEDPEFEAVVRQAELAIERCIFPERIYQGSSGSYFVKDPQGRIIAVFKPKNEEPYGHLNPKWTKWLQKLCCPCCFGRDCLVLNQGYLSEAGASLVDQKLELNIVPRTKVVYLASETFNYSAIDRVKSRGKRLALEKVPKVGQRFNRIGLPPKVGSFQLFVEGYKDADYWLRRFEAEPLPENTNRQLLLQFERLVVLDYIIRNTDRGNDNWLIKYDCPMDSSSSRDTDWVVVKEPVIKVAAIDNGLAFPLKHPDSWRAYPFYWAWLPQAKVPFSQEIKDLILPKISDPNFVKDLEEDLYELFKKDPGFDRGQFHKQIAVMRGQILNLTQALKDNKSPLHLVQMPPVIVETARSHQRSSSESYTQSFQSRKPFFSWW
#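 ADP-Glo luminescence measured ADP generated by PI4K2A enzyme (4 ug/mL before mixing) with 1.2 mM PI substrate (pre-mix) and 300 microM ATP (pre-mix). Tris pH7.5 buffer with MgCl2, Triton X-100; 1 h reaction at ambient temperature.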
# PGK inhibitor: blocks T. brucei phosphoglycerate kinase; P07378; PGK/GAPDH coupled, Kinase-Glo luminescence, 60 min; Potency, µM (titrated, usually from 57.5 µM), for inactives: at the highest dose activity change, negative = inhibition, actives largely listed as inhibitors; 380,000 compounds, 0.043% hits; AID 602233; also: potency is read from the fitted curve at half-maximal effect; % is scaled to controls: 0 for no effect and ±100 for the full control effect; nearly all actives have a fitted effect of over 60% in size
#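 Luminescent ATP detection (Kinase-Glo Plus) follows a 60-minute room-temperature incubation, with wells lacking PGK as controls. Buffer: 100 mM TEA (pH 7.6), 5 mM MgCl2, 0.01% Tween-20. Coupling enzyme GAPDH (100 nM final) supplies unstable 1,3-BPG in-well.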
# JMJD2A Tudor inh: blocks the human JMJD2A Tudor domain | O75164 | 390,000 compounds, 4.4% hits | Potency, µM (doses to about 114 µM), for inactives: at the top dose activity change, negative = inhibition, hits mostly inhibitors | AlphaScreen JMJD2A-Tudor / H3K4me3 peptide binding | AID 504339; also: potency is read from the fitted curve at half-maximal effect; % is scaled to controls: 0 for no effect and ±100 for the full control effect; nearly all actives have a fitted effect of over 50% in size
# Pol eta inh: blocks human DNA polymerase eta activity; Q9Y253; 390,000 compounds, 1.2% hits; Potency, µM (doses to about 114 µM), without a hit: at the highest dose activity change, negative = inhibition, most hits filed as inhibitors; recombinant Pol eta, fluorescent DNA replication assay; also: potency is read from the fitted curve at half-maximal effect; % is scaled to controls: 0 for no effect and ±100 for the full control effect
#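 Fluorescent replication assay: 50 nM final substrate added after a 15 min room-temperature compound preincubation with 10 nM enzyme. Signal taken at 0 min and again at 10 min.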
# HP1b chromo inh: inhibitors of HP1-beta chromodomain binding to methylated histone tails. 390,000 compounds, 0.56% hits. P83916. AlphaScreen HP1-beta / biotin-H3K9me3 peptide binding. Potency, µM (titrated, usually from 114 µM), inactives show top-dose activity change, negative = inhibition, most hits filed as inhibitors; also: potency is read from the fitted curve at half-maximal effect; nearly all actives have a fitted effect of over 70% in size; inactives centre near 23
#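 Compound inhibition of the preformed complex between 50 nM HP1-beta and 50 nM biotinylated H3K9me3 peptide was read by AlphaScreen. Buffer was PBS pH 7.4 with 0.01% Tween-20. Incubations ran 30 min at room temperature, with 10 ug/mL donor/acceptor beads.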
# BAZ2B block: BAZ2B (human) inhibition. Q9UIF8. AlphaScreen BAZ2B-H3K14Ac peptide displacement. Potency, µM (highest dose often 114 µM), inactives show at the top dose activity change, negative = inhibition, usual class: inhibitors. 360,000 compounds, 4.4% hits; also: potency is read from the fitted curve at half-maximal effect; % is scaled to controls: 0 for no effect and ±100 for the full control effect; nearly all actives have a fitted effect of over 60% in size
#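 AlphaScreen luminescence quantifies BAZ2B engagement of H3K14Ac peptide; the protein and biotinylated peptide are both at 50 nM final, buffer PBS pH 7.4 with 0.01% Tween-20, all steps at room temperature.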
# GLS inhibitor: glutaminase GLS (human) inhibition; O94925; GLS enzymatic activity, qHTS titration; Potency, µM (top dose mostly 45.5 µM), inactives show at the highest dose activity change, negative = inhibition, actives largely listed as inhibitors; 410,000 compounds, 0.21% hits; also: potency is read from the fitted curve at half-maximal effect; % is scaled to controls: 0 for no effect and ±100 for the full control effect
#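 Two-point fluorescence kinetic (t0, 30 min RT) for hKGA; glutamate detected via glutamate oxidase–HRP–Amplex Red. Substrate: 1 mM L-glutamine solution; buffer 45 mM KH2PO4, pH 8.2.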
# G9a block: inhibitors of human histone lysine methyltransferase G9a. Q96KQ7. G9a H3K9 monomethylation, AlphaScreen, 2 h. Potency, µM (top dose mostly 102 µM), inactives show at the highest dose activity, negative = inhibition, usual class: inhibitors. 350,000 compounds, 8.8% hits. AID 504332; also: potency is read from the fitted curve at half-maximal effect; % is scaled to controls: 0 for no effect and ±100 for the full control effect; nearly all actives have a fitted effect of over 75% in size
# Target sequence (Q96KQ7 913-1193 limits assumed): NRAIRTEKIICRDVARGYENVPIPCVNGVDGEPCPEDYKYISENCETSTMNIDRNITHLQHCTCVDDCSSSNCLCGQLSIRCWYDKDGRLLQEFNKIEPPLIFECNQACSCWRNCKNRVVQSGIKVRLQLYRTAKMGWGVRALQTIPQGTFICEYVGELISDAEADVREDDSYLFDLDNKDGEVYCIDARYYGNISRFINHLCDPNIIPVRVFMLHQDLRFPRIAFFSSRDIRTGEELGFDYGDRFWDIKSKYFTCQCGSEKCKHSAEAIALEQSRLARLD
#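 G9a (20 nM) preincubated 15 min RT with compounds, then 500 nM biotinylated H3K9 peptide and 20 uM SAM added; 2 h RT reaction. Monomethyl-H3K9 product detected by AlphaScreen with anti-H3K9me1 antibody, streptavidin donor and anti-rabbit IgG acceptor beads.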
# * hit, by the source's call; i = inactive; ? = inconclusive; · = not tested or not shown; [ ] = dose if it differs, or a comment. Unless noted, calls follow the shape of the dose curve; as a rule, active = well fitted curve in the direction sought with a large enough effect; inconclusive = small, poorly fitted or top-dose-only effect, or another doubt; inactive = no such curve, though single readings can be large; an effect the other way counts as inactive or inconclusive.
# Sample of the layout, 5 compounds:
SMILES,Pin1 inh,PI4K2A inh,PGK inhibitor,JMJD2A Tudor inh,Pol eta inh,HP1b chromo inh,BAZ2B block,GLS inhibitor,G9a block
O=C(Nc1c(C(=O)N2CCN(c3ccccn3)CC2)oc2ccccc12)c1ccc([N+](=O)[O-])cc1,-11%,-1,-5%,-18%,-13%,8%,-30%,-6%,-7%[59 µM]
FC(F)(F)c1nc2nncn2c2c1CCCCC2,-10%,-5,0%,5%,-13%,27%,1%,1%,20%[59 µM]
CCOc1ccc(NC(=O)Nc2cccc(C(=O)O)c2)cc1,4%,-27,-20%,-5%[11.4 µM],-16%,30%,·,-10%,-47%
CCCC(=O)Nc1ccc(NC(=O)C23CC4CC(CC(C4)C2)C3)cn1,-15%,-2,-1%,-1%,-3%,27%,-18%,-10%,-9%[12.7 µM]
COc1cc(OC)cc(C(=O)OCc2cc3ccccc3[nH]c2=O)c1,-3%,1,-2%,-12%,-2%,56%[activator],1%,-7%,-29%

# All compounds of this part, from the first entry:
SMILES,Pin1 inh,PI4K2A inh,PGK inhibitor,JMJD2A Tudor inh,Pol eta inh,HP1b chromo inh,BAZ2B block,GLS inhibitor,G9a block
O=C(Nc1c(C(=O)N2CCN(c3ccccn3)CC2)oc2ccccc12)c1ccc([N+](=O)[O-])cc1,-11%,-1,-5%,-18%,-13%,8%,-30%,-6%,-7%[59 µM]
FC(F)(F)c1nc2nncn2c2c1CCCCC2,-10%,-5,0%,5%,-13%,27%,1%,1%,20%[59 µM]
CCOc1ccc(NC(=O)Nc2cccc(C(=O)O)c2)cc1,4%,-27,-20%,-5%[11.4 µM],-16%,30%,·,-10%,-47%
CCCC(=O)Nc1ccc(NC(=O)C23CC4CC(CC(C4)C2)C3)cn1,-15%,-2,-1%,-1%,-3%,27%,-18%,-10%,-9%[12.7 µM]
COc1cc(OC)cc(C(=O)OCc2cc3ccccc3[nH]c2=O)c1,-3%,1,-2%,-12%,-2%,56%[activator],1%,-7%,-29%
COc1cc(CN2CC(=O)N(c3ccc(C)c(Cl)c3)C2=S)cc(OC)c1OC,-22%,-9,2%,-18%,-7%,45%[activator],-16%,12%,-34%
O=C(CCSCc1ccc(Cl)cc1)NCc1cccnc1,-2%,-3,-2%,-20%,-21%,15%,-7%,1%,1%[59 µM]
COc1ccc(NC(=O)C(OC(=O)Cn2cnc3c2c(=O)n(C)c(=O)n3C)c2ccccc2)cc1Cl (stereo not given),2%,0,3%,-15%,-3%,35%,·,12%,·
C=CCN(c1ccccc1)S(=O)(=O)c1ccc2c(c1)N(C(C)=O)CCO2,-2%,-3,-8%,-18%,-25%,43%[activator],-22%,-3%,4%
COc1cc(OC)cc(C(=O)NC2=NCCS2)c1,3%,-10,-6%,-16%,-13%,25%,5%,8%,?
COc1cccc(OCC(=O)NNC(=O)c2ccc3ccccc3c2)c1,7%,-2,-2%,-1%,-9%,32%[activator],-2%,2%,38%
Cc1ccccc1NC(=O)c1ccc2snnc2c1,?,-1,-7%,-2%,1%,65%[activator],-4%,0%,1%
Cc1ccc2nc(C)c(C(=O)N/N=C/c3cccc([N+](=O)[O-])c3)cc2c1,?,3,-2%,-9%,-5%,13%,-3%,3%,13%[59 µM]
CC(C)(C)C(=O)NC(c1ccccc1)c1c(O)ccc2ccccc12 (stereo not given),2%,8,-3%,-18%,-18%,23%,-1%,8%,?
COc1ccc(-c2nc(CS(=O)(=O)CC(=O)NCc3cccc(F)c3)c(C)o2)cc1,2%,-4,-2%,-13%,8%,15%,7%,-1%,?

# In a second layout: 4 of the compounds above
smiles	Pin1 inh	PI4K2A inh	PGK inhibitor	JMJD2A Tudor inh	Pol eta inh	HP1b chromo inh	BAZ2B block	GLS inhibitor	G9a block
O=C(Nc1c(C(=O)N2CCN(c3ccccn3)CC2)oc2ccccc12)c1ccc([N+](=O)[O-])cc1	-11%	-1	-5%	-18%	-13%	8%	-30%	-6%	-7%[59 µM]
FC(F)(F)c1nc2nncn2c2c1CCCCC2	-10%	-5	0%	5%	-13%	27%	1%	1%	20%[59 µM]
CCOc1ccc(NC(=O)Nc2cccc(C(=O)O)c2)cc1	4%	-27	-20%	-5%[11.4 µM]	-16%	30%	·	-10%	-47%
CCCC(=O)Nc1ccc(NC(=O)C23CC4CC(CC(C4)C2)C3)cn1	-15%	-2	-1%	-1%	-3%	27%	-18%	-10%	-9%[12.7 µM]

# (more compounds)
SMILES,Pin1 inh,PI4K2A inh,PGK inhibitor,JMJD2A Tudor inh,Pol eta inh,HP1b chromo inh,BAZ2B block,GLS inhibitor,G9a block
CCCCN(C(=O)Cn1nnc2ccccc21)C(C(=O)NCCOC)c1ccc(OC)cc1 (stereo not given),-7%,-2,-5%,-2%,-9%,19%,·,8%,16%[59 µM]
Clc1ccc(/C=N/Nc2ccccn2)cc1,-1%,2,2%,-19%,-14%,20%,-34%,1%,-50%
Cc1cc(=O)n(C(C)C(=O)N2CCCc3ccccc32)c2c1c(C)nn2-c1ccccc1 (stereo not given),?,0,5%,-15%,-16%,-16%,?,-13%,10%[59 µM]
O=C(O)c1ccccc1S(=O)(=O)NCC(O)COC1CCCCC1 (stereo not given),2%,-1,-1%,-17%,-9%,54%,·,-1%,-12%[59 µM]
CCOC(=O)C1CCCN(C(=O)c2cc3ccc(OC)cc3[nH]2)C1 (stereo not given),-9%,3,-7%,-11%,-20%,-3%,-28%,5%,8%
COc1ccc(/C=N/OCC(=O)Nn2c(C)nc3ccccc3c2=O)cc1,2%,7,0%,-1%,-15%,16%,-1%,3%,17%
CCOc1ccc(N=Nc2c(=O)[nH]n3c(C)cc(C)nc23)cc1,38%[activator],-11,-1%,?,-4%,?,?,2%,7.1µM*
CN1CCN(S(=O)(=O)c2ccc3[nH]cc(C(=O)O)c(=O)c3c2)CC1,1%,-4,1%,?,-17%,7%,-36%,-4%,56µM*
COc1ccc(CN2CCC(n3nccc3NC(=O)c3ccc4c(c3)OCO4)CC2)cc1C,3%,-1,-8%,-22%,-15%,21%,-36%,-2%,-25%
CC(C)(C)OC(=O)C[C@@H]1C/C=C\C[C@@H](CC(=O)N[C@H](CO)Cc2ccccc2)C(=O)N2CCC[C@@H]2COC1=O,-1%,-2,-18%,-16%,-15%,38%,·,8%,·
CN(CC1CCOCC1)C(=O)CC1C(=O)NCCN1Cc1ccc(F)c(F)c1 (stereo not given),-1%,0,-2%,-5%,-25%,51%[activator],1%,-11%,27%[12.7 µM]
CCCCN(C)CCCNC(=O)Cn1cc2c(n1)-c1c(oc(C(=O)N3CCCC3)c1C)CC2,·,-3,3%,·,-25%,·,·,1%,·
COc1cccc(NC(=O)CN(C)C(=O)c2cccc(S(=O)(=O)N3c4ccccc4CC3C)c2)c1 (stereo not given),4%,-3,4%,-27%,-13%,10%,2%,1%,16µM*
O=C(Nc1nnc(Cc2ccccc2)s1)c1ccccc1,-2%,2,0%,-10%,0%,28%,6%,-2%,17%
Cc1ccc(C(=O)OCC(=O)Nc2c(Cl)cc(S(N)(=O)=O)cc2Cl)o1,-1%,-4,2%,-24%,4%,49%[activator],-4%,5%,?
Cc1cccc(CSc2nc3cccnc3n2Cc2ccc(C(=O)NCc3cccs3)cc2)c1,55%[activator],0,17%,-22%,-15%,35%,-4%,6%,-8%[59 µM]
CC(NC(=O)CSc1nnc(COc2ccccc2)o1)c1ccccc1 (stereo not given),-2%,8,-3%,-6%,-10%,22%,2%,7%,-3%
Cc1cccc(C)c1NC(=O)CN1C(=O)NC(C)(C2CC2)C1=O (stereo not given),32%[activator],0,-7%,-3%,-14%,41%[activator],·,1%,·
CCc1ccc(NC(=O)CSc2nc3c(sc4ccccc43)c(=O)n2CCN(CC)CC)cc1,-6%,-9,i,-16%,-9%,22%,-27%,2%,2%[59 µM]
Cc1nnc2ccc(-c3cccc(NS(=O)(=O)c4ccccc4Cl)c3)nn12,7%,-8,-2%,-7%,7%,21%,5%,-12%,?
Cc1ccc(C)c(OCC(=O)NCC(c2ccco2)N2CCCCC2)c1 (stereo not given),-5%,-2,7%,-26%,-12%,4%,5%,8%,?
CCOC(=O)c1sc(NC(=O)c2ccco2)nc1-c1ccccc1,24%,-1,-10%,-18%,-14%,26%,-5%,-16%,-35%
COc1ccc(/C=C(\NC(=O)c2ccco2)C(=O)N2CCCCC2)cc1,-1%,3,-9%,3%,-13%,16%,1%,34%[activator],19%
COc1ccc(OC)c(C(=O)COC(=O)c2cccnc2Cl)c1,7%,3,4%,-7%[11.4 µM],2%,56%[activator],10%,1%,1%
Cc1ncoc1C(=O)N1CCCC(CCC(=O)NCc2ccccc2F)C1 (stereo not given),-1%,-4,6%,-3%,-3%,38%,2%,8%,-4%
CCS(=O)(=O)Nc1ccc(C2=NN(C(=O)c3ccco3)C(c3cccc(F)c3)C2)cc1 (stereo not given),26%,-2,-8%,-22%,-18%,27%,·,0%,-42%
COc1ccc(NC(=O)c2cccnc2Cl)c(S(=O)(=O)N2CCOCC2)c1,-11%,-2,-1%,-4%,-7%,2%,6%,-8%,1%
COc1ccc(C(=O)c2cnc(/N=C/N(C)C)s2)cc1,-2%,-3,-8%,-8%,1%,23%,-4%,-5%,-9%[12.7 µM]
O=S(=O)(NCCc1cn2ccccc2n1)c1ccc(-c2ccccc2)cc1,-6%,1,9%,-33%,-18%,20%,?,-1%,8%

# From PubChem BioAssay

# An excerpt (hit frequency here may not be typical).
